Mito fusion yeast = qHTS Assay for Small Molecule Inhibitors of Mitochondrial Division or Activators of Mitochondrial Fusion. S. cerevisiae fusion-defective mutant growth rescue, CellTiterGlo 48 h. Potency, µM (top dose mostly 46.1 µM), for the others: at the top dose growth rescue (activation), hits mostly activators. 0.23% of 320,000 active. AID 485298, 2010;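 also: potency is read from the fitted curve at half-maximal effect; % of control where 0% means no effect; nearly all actives have a fitted effect of over 45% in size; temperature-sensitive fusion mutants such as fzo1-1 at 37 °C on non-fermentable ethanol glycerol medium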
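Compounds are tested for their ability to restore growth of mitochondrial fusion-defective yeast strains at non-permissive 37C in YPEG medium over 48 hours. Viability is quantified by luciferase luminescence.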
hERG WT inh = qHTS for Inhibitors of KCHN2 3.1: Wildtype qHTS. 0.37% of 340,000 active. Voltage-gated inwardly rectifying potassium channel KCNH2 (Homo sapiens), Q12809. U2OS, BacMam KCNH2, thallium flux FluxOr; active compounds read low. activity change, % at 1.84 µM. AID 720551, 2013;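 active = maximum activity change below -70%; inconclusive = maximum activity change between -70% and -50%; inactive = maximum activity change above -50%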; also: % is scaled to controls: 0 for no effect and ±100 for the full control effect
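U2OS cells transduced with wild-type KCNH2 virus are loaded with FluxOr dye for 45 min, and thallium flux is measured in kinetic reads before and after stimulation buffer. Rate constants are normalized to DMSO controls.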
A-T KAP1 phos = qHTS Assay for Identifying a Potential Treatment of Ataxia-Telangiectasia | […] A-T fibroblasts, KAP-1 phosphorylation AlphaLISA; neocarzinostatin DNA damage 30 min before lysis | Potency, µM (doses to about 57.5 µM), without a hit: at the top dose activation, usual class: activators | 0.19% of 320,000 active | AID 485349, 2010; also: potency is read from the fitted curve at half-maximal effect; % of control where 0% means no effect; nearly all actives have a fitted effect of over 45% in size
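ATM-like activity read as KAP-1 phosphorylation via AlphaLISA donor/acceptor antibody pairs after lysis and 6 hr at 25C. Cells were ATM-null patient fibroblasts ([…], hTERT), dosed 60 min, then exposed to the DSB inducer NCS for 30 min.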
Eya2 inh = qHTS Assay for Inhibitors of the Phosphatase Activity of Eya2; Protein phosphatase EYA2 (Homo sapiens), O00167; recombinant Eya2, OMFP fluorescence dephosphorylation (OMFP is methylfluorescein phosphate); Potency, µM (highest dose often 76.9 µM), for inactives: at the top dose activity, negative = inhibition, usual class: inhibitors; 0.006% of 330,000 active; also: potency is read from the fitted curve at half-maximal effect; % is scaled to controls: 0 for no effect and ±100 for the full control effect
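Eya2 (0.2 uM) preincubated 10 min at ambient with compound, then OMFP substrate added at 50 uM; 10 min reaction in 50 mM HEPES pH 7.5, 50 mM NaCl, 5 uM MgCl2, 0.05% BSA, 1 mM DTT. Fluorescence read at Ex 485/Em 525 nm.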
USP2a block = qHTS Assay for Inhibitors of Ubiquitin-specific Protease USP2a Using CHOP2 as the Reporter. Ubiquitin carboxyl-terminal hydrolase 2 (Homo sapiens), O75604. USP2 core, Ub-CHOP2 coupled fluorogenic reporter, 485/531. Potency, µM (series often up to 38.3 µM), without a hit: top-dose activity change, negative = inhibition, usual class: inhibitors. 0.01% of 330,000 active. AID 463254, 2010;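 also: potency is read from the fitted curve at half-maximal effect; plate controls were DMSO wells for no effect and full inhibition by NEM control for full effect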
Target sequence (O75604 whole entry, looked up): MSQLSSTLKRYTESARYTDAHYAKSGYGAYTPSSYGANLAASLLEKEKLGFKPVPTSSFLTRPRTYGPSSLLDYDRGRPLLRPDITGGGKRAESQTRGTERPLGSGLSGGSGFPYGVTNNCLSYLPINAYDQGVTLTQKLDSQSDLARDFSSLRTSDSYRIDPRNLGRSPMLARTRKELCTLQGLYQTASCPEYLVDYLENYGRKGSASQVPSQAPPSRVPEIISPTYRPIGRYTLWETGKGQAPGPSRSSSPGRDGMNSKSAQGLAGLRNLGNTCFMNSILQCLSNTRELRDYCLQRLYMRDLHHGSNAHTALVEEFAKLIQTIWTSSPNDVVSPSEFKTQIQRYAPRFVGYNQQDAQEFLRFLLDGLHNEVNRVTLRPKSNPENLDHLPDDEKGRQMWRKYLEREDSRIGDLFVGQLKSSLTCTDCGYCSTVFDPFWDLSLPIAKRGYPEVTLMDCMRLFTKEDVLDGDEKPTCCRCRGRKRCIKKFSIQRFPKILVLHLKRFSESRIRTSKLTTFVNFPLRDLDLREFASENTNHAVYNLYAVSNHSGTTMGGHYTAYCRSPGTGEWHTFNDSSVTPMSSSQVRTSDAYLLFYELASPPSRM
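Deubiquitinase activity read as fluorescence (485/531 nm) after Ub-CHOP2 cleavage activates the enterokinase reporter on its substrate; USP2 core 10nM, Ub-CHOP2 and substrate 25nM each, 30min compound preincubation then 60min RT; data normalized to NEM, curves fitted.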
TCR act = Activators of T cell receptors: qHTS campaign; primary human leukocytes, anti-CD3, IL-2 HTRF, 48 h; 330,000 tested, under 10 active; Potency, µM (titrated, usually from 9.22 µM), without a hit: at the top dose activation of IL-2 secretion, most hits filed as activators; AID 504894, 2011; also: % of control where 0% means no effect
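HTRF read-out of IL-2 secretion: europium cryptate donor excited at 320nm, d2 acceptor emission at 665nm. Cells were primary human leukocytes incubated 48 hr with compounds and a-CD3 beads, supplying TCR signal only.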
TSHR antag = Antagonists of the Thyroid Stimulating Hormone Receptor: HTS campaign; TSHR-expressing cells, TSH-stimulated cAMP HTRF, 2 h; active compounds read low; AID 504810, 2011; 0.2% of 330,000 active; activity change, negative = inhibition, % at 11.5 µM;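 active = activity change below a set negative limit, meaning inhibition stronger than a set level, cut at about -70% in these data; inconclusive = activity change between two set negative limits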; also: % is scaled to controls: 0 for no effect and ±100 for the full control effect
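Antagonism was scored as loss of TSH-driven cAMP in TSHR cells, stimulated with 4nM TSH (EC80) for 2 hours at 37 deg C and detected by homogeneous HTRF competition immunoassay.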
TRPV1 agonist = HTS Assay for Compounds that Act as Agonists of the Vanilloid Receptor 1 | AID 540275, 2011 | activation, % at 8.33 µM | TRPV1-expressing cells, Fluo-8 calcium influx, agonist mode | 0.19% of 320,000 active; in the data active = activation above about 80%; inconclusive = between about 30% and that limit; also: 0% is about no effect
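Cells expressing TRPV1 were dye-loaded with Fluo-8 and read kinetically: 10 s baseline, 3 min after compound (agonist portion), then 2 min after EC20 capsaicin (allosteric enhancer portion). Calcium-bound dye fluorescence at 480/520 nm.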
ELG1 DNA repair = qHTS screen for small molecules that inhibit ELG1-dependent DNA repair in human embryonic kidney (HEK293T) cells expressing luciferase-tagged ELG1 | HEK293T ELG1-luciferase reporter, luminescence, 16 h; DNA damage induced by 5-fluorouridine | Potency, µM (highest dose often 46.1 µM), inactives show at the highest dose activity change, negative = inhibition, actives largely listed as inhibitors | 2.3% of 330,000 active; also: potency is read from the fitted curve at half-maximal effect; % is scaled to controls: 0 for no effect and ±100 for the full control effect; nearly all actives have a fitted effect of over 55% in size
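DMSO vehicle served as the neutral condition. Each well held 2,000 cells given 5-fluorouridine plus compound; after 16 hr at 37 °C/5% CO2, ONE-Glo was added and luciferase measured 30 min later.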
KCNH2 3.1 inh = qHTS for Inhibitors of KCHN2 3.1: Mutant qHTS | U2OS KCNH2 3.1, thallium flux FluxOr; active compounds read low | 0.95% of 340,000 active | activity change, % (tested at about 1.8 µM) | Potassium voltage-gated channel subfamily H member 2, brain isoform KCNH2 3.1 (human) | AID 720553, 2013;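 active = maximum activity change below -70%; inconclusive = maximum activity change from -70% to -50%; inactive = maximum activity change above -50%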;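 also: thallium influx rate constant from kinetic fluorescence after stimulation buffer; % is scaled to controls: 0 for no effect and ±100 for the full control effect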
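Steps: virus added to U2OS suspension (4 h, RT, dark); medium with 10% FBS added, cells plated, 37 C overnight; FluxOr/Red40 loading buffer 45 min RT; stimulation buffer, 2 min kinetic read; rate constant normalized.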
Starred values were filed as active, the others as inactive; ? = inconclusive; / = no result given; [ ] = dose if it differs, or a comment. Unless noted, calls follow the shape of the dose curve; as a rule, active = well fitted curve in the direction sought with a large enough effect; inconclusive = small, poorly fitted or top-dose-only effect, or another doubt; inactive = no such curve, though single readings can be large; an effect the other way counts as inactive or inconclusive.

The opening three records as a preview:
SMILES	Mito fusion yeast	hERG WT inh	A-T KAP1 phos	Eya2 inh	USP2a block	TCR act	TSHR antag	TRPV1 agonist	ELG1 DNA repair	KCNH2 3.1 inh
CC(=O)Nc1ccc(N2CCOCC2)c(C(=O)Nc2cccc(C)c2)c1	6%	-1	-8%	-24%	-1%	-52%	-4	9	0%	5
Cc1ccc(F)cc1CNC(=O)c1cc(COc2ccc3ncccc3c2)on1	-1%	23	1%	-2%	2%	-6%	-48	27	?	-19
CC(=O)c1cccc(N(CC(=O)NC2CCCC2)C(=O)c2csnn2)c1	-2%	-11	1%	-3%	-2%	2%	7	3	-6%	9

The whole of this part, repeating the preview:
SMILES	Mito fusion yeast	hERG WT inh	A-T KAP1 phos	Eya2 inh	USP2a block	TCR act	TSHR antag	TRPV1 agonist	ELG1 DNA repair	KCNH2 3.1 inh
CC(=O)Nc1ccc(N2CCOCC2)c(C(=O)Nc2cccc(C)c2)c1	6%	-1	-8%	-24%	-1%	-52%	-4	9	0%	5
Cc1ccc(F)cc1CNC(=O)c1cc(COc2ccc3ncccc3c2)on1	-1%	23	1%	-2%	2%	-6%	-48	27	?	-19
CC(=O)c1cccc(N(CC(=O)NC2CCCC2)C(=O)c2csnn2)c1	-2%	-11	1%	-3%	-2%	2%	7	3	-6%	9
Cc1ccccc1NC(=O)C1CC(=O)N(c2ccccc2F)C1 (stereo not drawn)	-9%	6	-2%	-3%	0%	2%	6	-3	11%	-5
CSc1ncc(-c2ccc(Cl)cc2)[nH]1	9%	-1	72%	7%	0%	0%	23	/	?	6
COc1ccccc1Nc1nnc(SCc2nnc(-c3cc(OC)c(OC)c(OC)c3)o2)s1	-2%	0	6%	-3%	5%	3%[46.1 µM]	-7	2	6.5µM*	8
COc1ccc(Nc2ncc3c(n2)CC(c2ccccc2)CC3=O)cc1 (stereo not drawn)	11%	-13	1%	5%	-1%	4%	-7	6	15µM*	-25
O=C(Nc1cccc(-n2cnnn2)c1)c1cnccc1Cl	6%	-7	12%	6%	1%	-1%	-1	6	4%	-1
COc1ccc(CNCC(O)(c2ccc(F)cc2)c2ccc(F)cc2)cc1OC	-13%	6	1%	-8%	-5%	1%	-1	-7	?	-28
CCOC(=O)c1cnc(-n2nc(C)cc2C)nc1Nc1ccc(C)cc1	12%	5	13%	-8%	2%	1%	-4	?	?	1
CN(C)c1ccc(NC(=O)C2C3C=CC(C3)C2C(=O)O)cc1 (stereo not drawn)	-1%	4	7%	-13%	0%	13%	-89*	-4	0%	-9
Cc1ccc(C(=O)CCNc2ccc(Cl)cc2)o1	1%	-4	0%	11%	0%	-1%	8	2	?	12
CCOc1ccc(S(=O)(=O)N2CCCCC2)cc1NC(=O)CN1C(=O)NC(C)(c2ccccc2)C1=O (stereo not drawn)	-3%	21	-5%	-16%	2%	6%	4	-1	-8%	-3
COCCn1c(SCC(=O)NC(=O)NC2CCCC2)nc2ccccc2c1=O	1%	1	3%	-5%	-2%	6%	-5	2	-11%	9
CCOC(=O)c1cnn(-c2ccccc2)c1NC(=O)c1ccccc1	7%	-14	22%	2%[15.4 µM]	1%	-4%	11	1	-3%	/

4 compounds out of the list above, sorted by the number in TCR act, falling:
| smiles | TCR act |
| --- | --- |
| CSc1ncc(-c2ccc(Cl)cc2)[nH]1 | 0% |
| O=C(Nc1cccc(-n2cnnn2)c1)c1cnccc1Cl | -1% |
| CCOC(=O)c1cnn(-c2ccccc2)c1NC(=O)c1ccccc1 | -4% |
| CC(=O)Nc1ccc(N2CCOCC2)c(C(=O)Nc2cccc(C)c2)c1 | -52% |

More compounds.
SMILES	Mito fusion yeast	hERG WT inh	A-T KAP1 phos	Eya2 inh	USP2a block	TCR act	TSHR antag	TRPV1 agonist	ELG1 DNA repair	KCNH2 3.1 inh
CC1CCCCC12NC(=O)N(CC(=O)N1CCN(Cc3ccc(C#N)cc3)CC1)C2=O (stereo not drawn)	-1%	-3	3%	1%	1%	0%	-35	2	16%	-3
COc1ccc(CCNc2ccc(C)cc2)cc1	-1%	-20	-3%	10%	3%	1%	-11	3	10%	-7
N#C/C(=C\c1cccs1)c1nc2ccccc2[nH]1	9%	0	1%	-1%	0%	-2%[46.1 µM]	1	?	?	9
CC(C)NC(=O)CN1C(=O)CSc2ccc(S(=O)(=O)N3CCCC3)cc21	15%	1	-2%	0%	4%	-3%	22	-3	0%	-5
CCOc1ccc(-n2c(=O)[nH]c3sc4c(c3c2=O)CCCC4)cc1	6%	5	-2%	-2%	1%	0%	7	-5	-3%	0
CNCCCOc1ccc(C)cc1Br	-3%	5	-2%	7%	4%	-2%	6	-1	?	-6
Cc1ccc(N2C(=O)C(Cl)=C(N3CCOCC3)C2=O)cc1Cl	-4%	-1	0%	1%	3%	1%[46.1 µM]	-9	?	4%	-15
Cc1ccccc1NC1=NC(=S)N(c2ccccc2)C12CCCCC2	-45%[inhibitor]	-8	3%	-9%	1%	-1%[46.1 µM]	-33	15	-25%	8
O=C(CCn1c(=O)oc2ccccc21)Nc1ccccc1	1%	-6	7%	-11%	-1%	-30%	-10	1	1%	15
CCCc1cc(=O)oc2cc(C)cc(OC(C)C(=O)NCCN3CCOCC3)c12 (stereo not drawn)	0%	4	16%	-8%	1%	5%	24	-8	10%	-3
Cc1sc2nc(CN3CCCCC3)nc(N3CCN(C(=O)c4ccco4)CC3)c2c1C	-1%	-2	-1%	8%	0%	-5%	15	-13	?	-8
COc1ccc(/C=N/Nc2nnc(C)n2N)cc1OC	-11%	5	12%	8%	8%	13%	0	1	4%	8
C=CCn1cnc2scc(-c3ccccc3)c2c1=O	-9%	0	7%	2%	2%	2%	7	2	0%	3
Cc1ccc(NC(=O)C(OC(=O)c2ccc(C=O)cc2)c2ccccc2)cc1Cl (stereo not drawn)	29%	-5	10%	-14%	0%	3%[46.1 µM]	3	-2	2%	-18
CN(C)C(CNC(=O)c1cc2ccccc2oc1=O)c1ccccc1 (stereo not drawn)	2%	-3	-4%	12%	1%	5%	4	7	?	4
COc1ccc(NC(=S)NNc2ccc(S(=O)(=O)Nc3ccccc3C(=O)O)cc2[N+](=O)[O-])cc1	-2%	-5	-16%	-23%	-2%	5%	-1	0	?	21
O=C(NC(=S)Nc1ccccc1N1CCOCC1)c1ccco1	0%	1	0%	-9%	3%	5%[46.1 µM]	9	15	1%	6
CC1CN(Cc2cc(=O)[nH]c(C3CC3)n2)CC(C)O1 (stereo not drawn)	8%	4	1%	-22%	4%	1%	15	-5	-25%	-3

Screening results from PubChem.

A portion of the library. The share of hits here may be higher or lower than overall.
